Compound activity (PubChem)
Peg3 prom inh: Peg3 promoter activity inhibition | HeLa PEG-Prom luciferase reporter, luminescence, overnight | inhibition, % at 20 µM | AID 588405 | 360,000 tested, 1.7% active;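 active = inhibition of at least 50% at 20 µM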
HTR2A ag: mouse HTR2A agonism via beta-arrestin recruitment | P35363 | CHO-K1 mHTR2A beta-arrestin complementation, luminescence; percent of 30 µM serotonin response | activation, % at 7.6 µM | 360,000 tested, 0.66% active | AID 624169;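 active = activation above a run cutoff, the mean activation of all tested compounds plus 3 SD, cut at about 14% in these data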;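 note: 0% = plate median of compound wells and 100% = 30 µM serotonin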
Shn3 3UTR inh: inhibitors of Schnurri-3 3'UTR reporter in osteoblasts; Clone20 osteoblast Shn3 3'UTR firefly luciferase, 24 h; inhibition, % at 12.5 µM; 360,000 tested, 0.52% active; AID 588674;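 active = mean inhibition of at least 75% with every replicate also reaching 75%; inconclusive = mean inhibition at least 75% but some replicate below; inactive = mean inhibition below 75%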;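 note: 0% = median of neutral control wells and 100% = pilot-screen positive control compound; some compounds past the cut are filed as inactive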
HIF-2a block: HIF-2a inhibition; 360,000 tested, 0.72% active; 786-0 RCC cells HIF-2a reporter, luciferase luminescence, overnight; inhibition, % at 18.8 µM;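 active = inhibition of the luminescence signal of 40% or more relative to plate controls, in a single-dose primary screen at 18.75 µM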
H9c2 protect: modulators protecting cardiomyocytes from myocardial damage. H9c2 cardiomyocytes, H2O2 injury protection, ATPLite, 2 h. protection from H2O2 cell death, % at 20 µM. 360,000 tested, 0.63% active. AID 588492;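 active = compounds giving at least 50% protection of heart cells from peroxide-induced death in the single-dose screen, raw or plate-pattern-corrected value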;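 note: 0% = DMSO wells with peroxide and 100% = DMSO wells without peroxide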
hiPSC survival: enhancers of human iPSC single-cell survival; 360,000 tested, 0.044% active; hiPSC single-cell survival, ATPlite luminescence; 100% = ROCK inhibitor wells, 0% = DMSO; AID 602274; survival enhancement, % at 20 µM; in the data active = survival enhancement above about 18%;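 note: cells exposed to compounds for 16 hours before the ATP read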
MITF TRPM1 inh: reduces MITF-dependent TRPM1 promoter luciferase signal. inhibition, % at 12.5 µM. 330,000 tested, 0.83% active. SK-MEL-5 TRPM1 promoter luciferase, 24 h;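 active = mean inhibition across replicates of 60% or more, whatever share of single replicates reaches that level; inconclusive = some that reach 60%, reason not given; inactive = mean inhibition across replicates below 60%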; note: values of inactives mirror those of a sister screen read the other way
CaV13 FRET inh: Disruptors of the CACNA1D IQ motif to Ca2+-dependent inactivation inhibitor domain association, primary screening, Förster resonance energy transfer in intact living …; HEK cells, CFP/YFP FRET ICDI-IQ, plate reader, 10 min; percent FRET-ratio fall versus neutral wells; inhibition, % at 12.3 µM; 340,000 tested, 0.098% active;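 active = mean replicate inhibition of at least 30% and at least 1% of replicates passing that level; inconclusive = only one of the two criteria is met; inactive = neither criterion is met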;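 note: 0% = median of the neutral control wells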
NR2E3 ag-1: activates human NR2E3 receptor; Q9Y5X4; CHO-S Gal4-NCOR/VP16-NR2E3 two-hybrid, luciferase; inhibition of corepressor binding, % at 3.98 µM; 360,000 tested, 0.35% active; AID 602229;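 active = inhibition above the mean of all tested compounds plus 3 SD, cut at about 70% in these data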;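 note: 0% = DMSO with NR2E3 transfected cells and 100% = cells lacking NR2E3 construct; higher means lower luciferase signal from less NR2E3 corepressor binding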
Target sequence (Q9Y5X4 whole entry, looked up, the tested form may be a part): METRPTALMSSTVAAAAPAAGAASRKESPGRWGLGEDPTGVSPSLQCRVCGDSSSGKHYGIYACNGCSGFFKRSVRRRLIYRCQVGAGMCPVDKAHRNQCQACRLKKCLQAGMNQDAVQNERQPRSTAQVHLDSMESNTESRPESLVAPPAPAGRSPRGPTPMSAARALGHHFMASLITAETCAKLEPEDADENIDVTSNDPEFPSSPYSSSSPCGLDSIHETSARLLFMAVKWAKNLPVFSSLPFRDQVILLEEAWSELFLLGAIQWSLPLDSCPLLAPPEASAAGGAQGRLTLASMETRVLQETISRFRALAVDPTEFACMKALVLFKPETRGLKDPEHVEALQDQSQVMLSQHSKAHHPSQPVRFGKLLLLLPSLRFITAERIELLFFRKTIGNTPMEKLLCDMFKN
NR2E3 ag-2: NR2E3 (human) agonism; GST-NR2E3/biotin-RetCOR TR-FRET, 1536-well; inhibition of corepressor binding, % at 4.78 µM; AID 2300; 320,000 tested, 0.12% active;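 active = percent inhibition above the cutoff of mean plus 3 SD of all tested compounds, set per screening campaign, cut at about 20% in these data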;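 note: 0% = DMSO wells and 100% = biotin wells as full block of FRET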
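Test system: GST-NR2E3 and biotin-RetCOR proteins | Quantity: 1.35 nM GST-tagged NR2E3 final | Medium: Tris pH 7.5 | Also added: 7 nM biotin-RetCOR | Dosing: Compound at 4.8 µM, single dose | Timing: 5 h at 4 °C | Detection: Time-resolved FRET | Read-out basis: Percent inhibition | Benchmarks: Biotin wells as high control, 0.6% DMSO wells as low control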
PDI turbidity: inhibitors of human protein disulfide isomerase; P07237; PDI insulin aggregation turbidity, A650, 90 min; inhibition, % at 10 µM; 350,000 tested, 0.052% active;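 active = mean inhibition across replicates of 30% or more, whatever share of single replicates reach that level; inconclusive = mean inhibition below 30% while every single replicate reaches 30%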;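 note: absorbance from insulin aggregation driven by PDI reduction with DTT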
Target sequence (P07237 whole entry, looked up): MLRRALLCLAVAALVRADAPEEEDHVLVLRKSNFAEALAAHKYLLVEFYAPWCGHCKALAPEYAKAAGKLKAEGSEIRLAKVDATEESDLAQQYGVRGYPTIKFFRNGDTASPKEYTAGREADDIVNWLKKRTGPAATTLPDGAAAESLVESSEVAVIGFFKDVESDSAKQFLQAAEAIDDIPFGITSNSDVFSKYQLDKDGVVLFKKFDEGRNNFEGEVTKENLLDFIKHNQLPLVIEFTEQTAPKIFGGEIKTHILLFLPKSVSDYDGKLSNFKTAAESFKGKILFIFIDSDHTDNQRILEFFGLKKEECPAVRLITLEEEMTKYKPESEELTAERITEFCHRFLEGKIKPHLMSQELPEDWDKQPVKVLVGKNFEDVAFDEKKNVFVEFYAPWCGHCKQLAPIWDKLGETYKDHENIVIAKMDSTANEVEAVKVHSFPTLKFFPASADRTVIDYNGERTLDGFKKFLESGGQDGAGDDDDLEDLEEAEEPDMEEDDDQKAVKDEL
An asterisk follows results filed as active; ? = inconclusive; . = no result given.

molecule,MITF TRPM1 inh,NR2E3 ag-2,H9c2 protect,Shn3 3UTR inh,PDI turbidity,Peg3 prom inh,hiPSC survival,NR2E3 ag-1,HIF-2a block,CaV13 FRET inh,HTR2A ag
O=C(Nc1ccccc1OC(F)F)c1ccc(Br)o1,-0.8,-0.7,-1.0,-19.5,-1.0,-4.8,1.8,-21.6,-38.3,-1.7,5.8
Cn1c(=O)n(Cc2ccco2)c(=N)c2c3c(sc21)CCCC3,-4.7,1.4,-7.5,19.4,0.8,10.5,1.3,-21.3,9.9,-2.0,-1.3
CCC(CC)C(=O)Nc1nnc(S(=O)(=O)N2CCCc3ccccc32)s1,12.7,2.3,-7.2,-17.5,-3.7,8.2,-1.3,-53.8,15.7,-5.3,2.6
O=C(NCc1cccc(Cl)c1)c1ccncc1,0.6,-3.9,-9.4,18.4,7.3,11.2,-0.2,11.2,6.4,-5.2,-1.4
CC(C)(C)CN1C(N)=NC[C@@H]1c1ccccc1,4.0,2.7,-0.9,-1.1,1.5,4.7,-1.0,1.2,1.0,-5.8,0.1
Cc1cc(OCC(=O)Nn2cnnc2)ccc1Br,9.0,3.5,-3.6,-7.0,-1.6,14.0,4.5,21.8,-4.8,-7.3,2.1
CCc1cc2c(=O)c(-c3ccc4c(c3)OCCO4)c(C)oc2cc1OS(C)(=O)=O,9.2,-1.1,-16.3,54.1,-2.3,22.3,0.2,-4.7,-2.0,-5.0,6.5
COc1ccc(N(Cc2cc3ccccc3[nH]c2=O)S(=O)(=O)c2ccccc2)cc1,6.0,0.1,-1.0,8.6,9.6,10.1,0.3,13.5,15.8,-4.1,-11.8
N#CC1=C(N)SC(N)=C(C#N)C1c1ccnc2ccccc12,19.4,7.4,0.9,1.9,-7.8,0.3,2.1,6.5,15.5,.,8.6
CNC(=S)NN=C(C)CCCC(C)=NNC(=S)NC,29.9,.,-15.5,-11.0,3.5,2.0,-1.6,48.2,1.2,-4.4,0.7
COc1cccc(NC(=O)c2ccc3c(c2)OCO3)c1,-44.8,1.1,-17.7,-36.9,-1.1,-170.2,-0.6,-108.3,-151.4,-3.9,7.3
Cc1cc(C(=O)CSc2nnc(-c3ccco3)o2)c(C)n1CC1COc2ccccc2O1 (centres undefined),4.1,.,4.5,21.0,5.0,23.1,-2.1,-32.2,24.4,.,2.8
COc1ccccc1C=Cc1ccnc2ccccc12,-0.6,.,-4.7,-27.2,8.4,-119.7,-2.4,-27.4,-54.4,-6.6,2.9
Cc1n[nH]c(=O)c2c(NC(=O)CSc3c(Cl)cccc3Cl)oc(C)c12,-0.7,2.0,8.1,3.4,3.6,4.6,-0.4,5.4,11.7,-5.9,1.6
O=C(CSc1nc2ncc(Cl)cc2[nH]1)c1c[nH]c2ccccc12,4.3,9.9,6.7,-10.3,2.8,6.1,0.9,-9.1,4.4,-4.8,2.8
CCCC(C(=O)n1nc(C)cc1C)C(NS(=O)(=O)c1ccc(C)cc1)c1ccccc1 (centres undefined),6.8,0.5,-28.8,.,8.6,10.2,-2.9,5.1,20.0,-6.2,-2.2
CN(C)c1ccc(S(=O)(=O)N2CCC(Cc3ccccc3)CC2)cn1,6.0,.,-16.7,17.6,-0.4,12.0,0.1,-6.2,9.3,-6.5,-2.3
O=C(Nc1ccc2c(c1)OCCO2)c1cccc(Cl)c1Cl,-72.1,3.5,-9.7,-101.9,-3.8,-288.6,0.0,-114.4,-255.7,-20.7,3.0
O=C(NCc1ccc2c(c1)OCO2)c1ccc2c(c1)OCCO2,-13.0,1.2,-1.6,-18.7,-12.4,-51.4,0.9,-62.1,-125.3,.,-3.6
CC[n+]1c(C)cc(C)n1-c1ccccc1,-7.7,1.0,-1.3,-11.5,7.3,3.8,-1.4,-11.1,11.8,-4.7,1.1
COC(=O)c1ccccc1NC(=O)c1cnc2sccn2c1=O,-19.2,0.5,13.8,-18.9,9.9,-34.4,4.2,1.8,-12.3,.,10.8
Cc1ccc(C)c(OCc2n[nH]c(=S)o2)c1,9.4,0.8,2.5,-16.6,4.3,5.6,0.0,-28.9,2.9,-5.5,0.1
CN(Cc1ccccc1)C(=C(Cl)Cl)C(=C1NCCN1)[N+](=O)[O-],-1.6,5.1,9.8,-25.8,3.5,2.0,0.7,6.3,8.2,.,-1.2
O=c1cc(CN2CCN(c3cccc(Cl)c3)CC2)c2cc(O)c(-c3ccccc3)cc2o1,4.2,0.0,2.7,0.7,-9.9,3.0,-1.5,-14.9,6.4,.,2.6
O=S(=O)(c1ccc2ccccc2c1)N1CCN(S(=O)(=O)N2CCOCC2)CC1,-2.4,-2.3,-6.9,23.0,18.3,-17.8,2.2,-0.3,10.7,-3.6,-1.1
CCN(CC)C(=O)C1=C(C)N(Cc2ccc(F)cc2)C(=O)C(CC(=O)NCc2ccco2)C1 (centres undefined),.,.,-7.6,-14.4,3.5,-4.1,0.3,6.2,-0.8,-6.3,-6.9
O=C(NC(O)C(=O)c1ccccc1)c1cccs1 (centres undefined),11.0,2.5,5.7,-7.0,-2.5,-3.9,-0.3,-4.6,1.6,0.0,-2.7
CCOC(=O)C1CCN(C(=O)c2ccccc2NC(=O)c2ccc(Br)cc2)CC1,3.4,4.3,0.5,-14.5,12.3,10.1,-2.8,-4.4,18.3,-3.0,4.1
Cc1ccc(Sc2c(C)[nH]n(C(C)(C)C)c2=O)cc1,10.8,-1.1,-1.7,3.2,15.2,17.5,3.1,24.3,14.0,-7.8,8.7
Cc1ccc(NC2c3ncccc3C(=O)N2Cc2ccco2)c(C)c1 (centres undefined),-6.8,0.1,-3.3,7.6,9.5,12.4,-2.7,21.8,3.4,-1.5,0.8
O=C(O)C1=CC[C@@H](c2ccc(Cl)cc2)N(S(=O)(=O)c2ccc(Cl)cc2)[C@H]1c1ccc(F)cc1,9.0,-0.8,-2.7,-2.0,-0.4,9.8,1.4,1.8,13.6,39.3*,1.2
CCOC(=O)c1cc2c(=O)n3ccccc3nc2n(C(C)C)c1=NC(=O)c1c(-c2ccccc2Cl)noc1C,9.9,3.9,20.4,43.2,-2.0,48.2,-0.4,-6.0,24.2,-18.0,-1.4
O=C(Nc1ccc2c(c1)OCCO2)C1c2ccccc2OCC(=O)N1Cc1ccccc1 (centres undefined),.,.,.,.,.,.,0.9,-7.5,-0.6,-6.4,6.7
O=C(c1cc2nc(-c3ccc(Cl)cc3)cc(C(F)(F)F)n2n1)N1CCOCC1,-5.5,4.5,6.1,-12.7,-16.2,-20.1,-0.4,-3.0,-36.8,8.8,4.8
Cc1ccc2c(=O)oc(N(C)C)nc2c1,-2.6,0.5,2.3,0.5,-6.2,-5.4,-1.3,13.6,14.7,-5.0,-0.4
O=C(Nc1ccc(-c2nc3ccccc3[nH]2)cc1)c1c(F)c(F)c(F)c(F)c1F,-1.9,3.4,3.5,-24.6,-3.4,-2.0,-1.2,-1.5,-5.5,-4.6,-3.0
CCS(=O)(=O)c1ccc2oc(Nc3cc(Cl)ccc3OC)nc2c1,-15.1,-1.9,4.2,7.0,12.9,-10.8,-0.4,-5.2,-20.1,-3.4,2.9
CCCNC(=O)Cc1c(OC)ccc2cc(Br)ccc12,0.0,14.1,9.2,-2.0,-11.9,14.3,-0.2,17.0,5.6,-5.1,-0.9
CC(C)=C1SC(N2CCN(c3ccc(C)c(Cl)c3)CC2)=NC1=O,-7.6,0.8,-8.1,5.8,-3.5,11.6,0.1,-17.0,20.5,-3.6,5.0
COc1ccc(OC)c(C(=O)/C=C/c2cccnc2)c1,2.3,3.1,-3.5,-19.0,2.0,75.5*,-0.6,-7.5,38.7,-1.9,-1.2
CC(=O)C1=C(C)NC(SCC(=O)c2ccc(F)cc2)=C(C#N)C1CC(C)C (centres undefined),-18.8,15.1,-9.9,-28.3,-3.5,-61.9,0.5,-15.7,-59.5,-2.4,-2.3
COC(=O)c1cc2n(n1)CCN(Cc1ccccc1F)C2=O,1.8,1.0,2.8,-9.4,-3.0,-4.8,-1.1,-8.0,18.9,-6.9,-0.7
Cc1ccc(NC(=O)CCC(=O)c2cc(C)sc2C)nc1,-0.9,-0.9,0.3,-11.9,-1.4,8.0,-0.4,-14.2,13.9,-14.5,3.5
COc1cccc(NC(=O)CCN2CCN(C)CC2)c1,6.5,0.1,-3.6,-3.0,-5.7,3.8,-1.0,-3.3,-4.5,-6.5,-2.4
CCNc1sc(C(=O)c2cccs2)c(N)c1-c1nc2ccccc2s1,-2.8,-1.5,-13.5,-10.9,2.3,-89.7,7.2,44.4,-106.1,-7.1,-3.2
O=C(COC(=O)CCSc1ccccc1)NCc1ccccc1,0.5,1.2,-1.8,-14.5,4.7,-1.8,-0.3,-4.6,-12.0,0.5,-1.3
COc1ccc(Br)cc1/C=N/NC(=O)c1ccc(OC)c(OC)c1,-6.8,-1.2,6.1,13.8,-0.8,6.0,-0.6,12.0,-1.1,-0.5,2.0
O=c1c2ccccc2[nH]c(=S)n1Cc1cccnc1,-5.2,-2.0,12.9,13.6,-0.9,15.3,-2.3,-2.7,14.0,-9.0,-6.4
Cn1cc2ccc(N)cc2n1,13.8,.,-2.9,-6.4,-2.6,5.9,0.7,-6.6,2.3,-2.7,5.3
CCCCC(=O)NNC(=O)N1c2ccccc2Sc2ccccc21,0.0,-0.7,4.7,5.5,0.1,10.4,-0.4,-29.4,10.4,-4.9,-0.4
CN(Cc1nc(-c2cccnc2)no1)S(=O)(=O)c1ccc2ccccc2c1,8.4,0.2,-3.8,9.4,-4.4,10.8,1.8,0.5,20.9,-9.1,-1.1
COc1cccc(C(C(=O)NCc2ccco2)N(Cc2ccco2)C(=O)Cn2nnc3ccccc32)c1 (centres undefined),2.3,4.7,34.5,1.5,-13.7,27.7,3.4,1.6,19.9,-4.9,-2.1
O=C(Nc1ccc(Br)cc1F)c1cccnc1,-15.9,3.3,6.3,-23.7,?,-56.4,-0.5,-27.2,-139.9,-4.0,-0.2

Three compounds from above, sorted by SMILES length, low to high.
molecule,MITF TRPM1 inh,NR2E3 ag-2,H9c2 protect,Shn3 3UTR inh,PDI turbidity,Peg3 prom inh,hiPSC survival,NR2E3 ag-1,HIF-2a block,CaV13 FRET inh,HTR2A ag
CCCCC(=O)NNC(=O)N1c2ccccc2Sc2ccccc21,0.0,-0.7,4.7,5.5,0.1,10.4,-0.4,-29.4,10.4,-4.9,-0.4
CN(Cc1nc(-c2cccnc2)no1)S(=O)(=O)c1ccc2ccccc2c1,8.4,0.2,-3.8,9.4,-4.4,10.8,1.8,0.5,20.9,-9.1,-1.1
COc1cccc(C(C(=O)NCc2ccco2)N(Cc2ccco2)C(=O)Cn2nnc3ccccc32)c1 (centres undefined),2.3,4.7,34.5,1.5,-13.7,27.7,3.4,1.6,19.9,-4.9,-2.1

No enrichment for hits; about 3.9% have a hit in one of these screens.
